Compound activity (PubChem)
SMN2 splice up = enhancers of SMN2 splice variant expression; Potency, µM (top dose mostly 46.1 µM), inactives show at the top dose activity change, positive = activation, actives largely listed as activators; HEK293 SMN2-luciferase splicing reporter, luminescence, 30-36 h; 210,000 compounds, 2.8% hits; further: % of control where 0% means no effect; nearly all actives have a fitted effect of over 55% in size
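qHTS luciferase splicing reporter: luminescence rises when SMN2 exon 7 is included in transfected HEK293 cells. Compound exposure lasted 30-36 h at 37C, with 4.5 mM final sodium butyrate as control, followed by a ONE-Glo read.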
ALDH1A1 block = blocks purified human ALDH1A1 activity; 220,000 compounds, 7.3% hits; Purified ALDH1A1, NADH fluorescence, propionaldehyde substrate; P00352; Potency, µM (top dose mostly 75.3 µM), for inactives: at the highest dose activity, negative = inhibition, hits mostly inhibitors; AID 1030; active means well fitted inhibition curve with a large enough effect, not every such curve was filed as active; inconclusive means small, poorly fitted or top-dose-only effect, or another doubt; inactive means no such curve, though single readings can be large or run the other way;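 further: plate controls were no enzyme wells and a reference inhibitor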
RECQ1 helicase = RECQ1 (human) helicase inhibition; RECQ1 DNA unwinding, red fluorescence kinetic read; Potency, µM (series often up to 57.3 µM), for inactives: at the highest dose activity, negative = inhibition, most hits filed as inhibitors; 240,000 compounds, 0.54% hits;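 further: plate controls were vehicle for no effect and no enzyme for full effect; nearly all actives have a fitted effect of over 30% in size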
Target sequence (P46063 whole entry, looked up): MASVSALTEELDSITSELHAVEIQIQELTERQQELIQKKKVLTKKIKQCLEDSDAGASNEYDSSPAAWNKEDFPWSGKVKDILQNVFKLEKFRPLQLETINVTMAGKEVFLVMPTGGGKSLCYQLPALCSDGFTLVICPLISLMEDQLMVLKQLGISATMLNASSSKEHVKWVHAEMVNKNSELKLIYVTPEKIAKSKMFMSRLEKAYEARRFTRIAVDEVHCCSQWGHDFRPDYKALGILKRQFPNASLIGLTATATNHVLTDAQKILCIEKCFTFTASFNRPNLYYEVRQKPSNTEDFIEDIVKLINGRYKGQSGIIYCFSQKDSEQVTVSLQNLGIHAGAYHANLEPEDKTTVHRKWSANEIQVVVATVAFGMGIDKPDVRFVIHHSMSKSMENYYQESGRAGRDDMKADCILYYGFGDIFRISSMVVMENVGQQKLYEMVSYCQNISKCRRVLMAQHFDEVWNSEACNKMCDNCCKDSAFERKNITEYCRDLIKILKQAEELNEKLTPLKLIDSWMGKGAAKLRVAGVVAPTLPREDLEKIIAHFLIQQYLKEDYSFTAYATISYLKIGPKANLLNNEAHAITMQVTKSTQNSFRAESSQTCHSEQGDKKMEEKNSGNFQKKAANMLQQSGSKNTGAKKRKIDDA
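RECQ1T1 50 nM; forked duplex (20 bp + 30-nt ss tails) 200 nM, ATP 2 mM final; pH 8.0, 2 mM MgCl2, 2.5 ug/ml poly(dI-dC); 15 min compound preincubation; discontinuous kinetic read over 2 h at RT.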
TexasRed fluor = counter-screen for TRb-SRC2 inhibitors: fluorescence interference. TRb/SRC2 Texas Red total fluorescence interference. Potency, µM (doses to about 106 µM), for the others: top-dose fluorescence change, negative = quenching. 280,000 compounds, 0.29% hits. AID 1479; active means well fitted curve in either direction with a large enough effect; inconclusive means small, poorly fitted or top-dose-only effect; further: on the % scale 0 is the no-effect control and ±100 the full control effect
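Human TRb ligand-binding domain at 0.6 uM with 20 nM Texas Red SRC2 peptide in Tris buffer containing 1 uM T3 and 5% DMSO, incubated with compound 5 h at ambient temperature. Total fluorescence (555/632 nm) calculated as parallel + 2 × perpendicular.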
RGS12 GoLoco inh = blocks human Gai1 binding to RGS12 GoLoco peptide, red readout. Gai1:RGS12 GoLoco peptide FP, rhodamine, 10 min. Potency, µM (top dose mostly 61.6 µM), for the others: at the top dose activity, negative = inhibition, hits mostly inhibitors. 230,000 compounds, 0.44% hits; active means well fitted inhibition curve with a large enough effect, not every such curve was filed as active; inactive means no such curve, though single readings can be large or run the other way; further: on the % scale 0 is the no-effect control and ±100 the full control effect; nearly all actives have a fitted effect of over 30% in size; many of its hits are not listed in these tables
Target sequence (P63096 whole entry, looked up): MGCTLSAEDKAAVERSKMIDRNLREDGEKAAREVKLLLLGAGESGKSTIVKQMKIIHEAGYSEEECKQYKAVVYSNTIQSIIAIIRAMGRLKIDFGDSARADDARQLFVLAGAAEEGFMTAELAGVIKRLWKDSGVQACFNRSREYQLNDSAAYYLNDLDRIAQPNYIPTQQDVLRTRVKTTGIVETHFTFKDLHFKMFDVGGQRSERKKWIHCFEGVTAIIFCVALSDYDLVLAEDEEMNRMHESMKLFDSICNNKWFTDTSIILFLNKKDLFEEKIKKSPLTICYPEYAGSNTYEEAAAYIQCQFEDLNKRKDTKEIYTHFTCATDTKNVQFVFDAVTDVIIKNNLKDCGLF
LMNA splice mod = LMNA splicing modulation. Potency, µM (highest dose often 46.1 µM), for inactives: at the top dose ratio change, negative = inhibition, most hits filed as inhibitors. 200,000 compounds, 0.01% hits. HeLa LMNA splicing GFP/RFP minigene ratio, 48 h. AID 1487; active means well fitted inhibition curve with a large enough effect in the signal ratio, with a control signal flat, not every such curve was filed as active; inconclusive means small, poorly fitted or top-dose-only effect, or effect the other way, or a change in a side signal; the % refers to the signal ratio; further: on the % scale 0 is the no-effect control and ±100 the full control effect
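Read-out is the ratio of GFP to DsRed2 object intensity, acquired by 488 nm laser-scanning cytometry on HeLa lamin A-EGFP minigene reporter cells. Compound incubation 48 hrs at 37 °C in Opti-MEM with 2% FBS; DMSO 0.5% final.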
JMJD2E inh = JMJD2E (human) inhibition; JMJD2E catalytic domain, FDH-coupled NADH fluorescence (FDH is formaldehyde dehydrogenase); 230,000 compounds, 1.6% hits; Potency, µM (top dose mostly 57.1 µM), for the others: at the top dose activity change, negative = inhibition, hits mostly inhibitors; B2RXH2; active means well fitted inhibition curve with a large enough effect, not every such curve was filed as active; inconclusive means small, poorly fitted or top-dose-only effect, or another doubt; inactive means no such curve, though single readings can be large or run the other way;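 further: 0% = wells with enzyme and -100% = buffer wells without enzyme; nearly all actives have a fitted effect of over 50% in size; many of its hits are not listed in these tables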
TRb-SRC2 inh = TRbeta-SRC2 interaction inhibition. P10828. TRbeta-SRC2 peptide binding, fluorescence polarization; receptor liganded with 1 µM T3. Potency, µM (top dose mostly 106 µM), without a hit: top-dose activity change, negative = inhibition, most hits filed as inhibitors. 280,000 compounds, 0.065% hits;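 further: plate controls were bound peptide for no effect and peptide without receptor for full effect; nearly all actives have a fitted effect of over 50% in size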
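TRb LBD 0.6 uM + Texas Red SRC2 peptide 20 nM, 1 uM T3, Tris buffer w/ 5% DMSO; compound pinned, 5 h RT; FP read ex 555/em 632; normalized to unbound and bound controls.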
Starred values were filed as active, the others as inactive; i = inactive; ? = inconclusive; nt = no result given; [ ] = dose if it differs, or a comment. Unless noted, the call rests on the fitted dose curve; in most records, active means well fitted curve in the direction sought with a large enough effect; inconclusive means small, poorly fitted or top-dose-only effect, or another doubt; inactive means no such curve, though single readings can be large; an effect the other way counts as inactive or inconclusive. Potency means the concentration at half of the fitted maximal effect. This is a subset; count on the stated rates, not on these rows.

Results follow in this order: SMN2 splice up	ALDH1A1 block	RECQ1 helicase	TexasRed fluor	RGS12 GoLoco inh	LMNA splice mod	JMJD2E inh	TRb-SRC2 inh
CCC(=O)N/C(=N\OCc1ccc(F)cc1)c1nonc1NC(=O)CC
    -10%	4%	-9%	0%	0%	-3%	1%	2%
COc1cc(OC)c2c(-c3cccc(-c4ccc(C(F)(F)F)cc4)c3)cc(=O)oc2c1
    nt	?	1%[81.1 µM]	4%	-21%	nt	nt	9%
O=C(c1ccc2c(c1)OCO2)N1CCCC1
    -2%	?	-1%	-2%	-2%	3%	-6%	-21%
COc1ccc(-n2ncc3c(=O)n(Cc4c(F)cccc4Cl)cnc32)cc1
    nt	28µM*	10%	0%[53 µM]	7%	nt	?	8%[53 µM]
O=C1CSC(c2cn(-c3ccccc3)nc2-c2cc3ccccc3oc2=O)N1Cc1ccccc1 (stereo not drawn)
    -9%	?	-4%	-1%	7%	-9%	?	-5%
Nn1c(SCc2cn3cc(Cl)ccc3n2)nnc1-c1ccncc1
    5%	?	-1%	-3%	-1%	-23%[46 µM]	-9%	5%
O=C(COc1ccc(S(=O)(=O)N2CCCCC2)cc1)NCC1CCCO1 (stereo not drawn)
    nt	?	i	-2%	-2%	nt	10%	1%
O=S(=O)(NCc1cccs1)c1cccc(S(=O)(=O)N2CCCCC2)c1
    2%	8.9µM*	i	-3%	-2%	?	-10%	-11%
COc1ccc(F)cc1C(=O)C1CCCN(C(=O)Cc2c(C)noc2C)C1 (stereo not drawn)
    nt	-6%	i	-1%	17%	?	?	7%
CCN1CCN(C(=S)c2ccc(Cl)c(Cl)c2)CC1
    16%	?	i	0%	5%	3%	1%	-2%
COc1cccc(NS(=O)(=O)c2ccc3[nH]cc(C(=O)NCCN4CCOCC4)c(=O)c3c2)c1
    -19%	?	-8%	-3%	14%	3%	-13%	-12%
O=C(O)CCc1nc(-c2ccc(Cl)cc2)no1
    7%	6%	-12%	-2%	6%	8%	7%	0%
O=C(Nc1cccc(F)c1)c1coc(=O)c(Br)c1
    7%	?	?	-4%	35%	-16%	?	-2%
Cc1cccc(-n2nnc(C(=O)N3CCc4ccccc4C3)c2N)c1
    -13%	-6%	-22%	5%	1%	-2%	5%	-2%
COc1ccccc1-c1ccc2ncnc(N3CCN(C)CC3)c2c1
    -79%[inhibitor]	?	-6%	5%	0%	?	?	6%
CCCCCCCCOC(=O)CCc1c(C)[nH]c(=S)[nH]c1=O
    31%	2µM*	-6%	0%	4%	3%[0.0737 µM]	-5%	0%
COc1cccc(/C=C/C(=C2/C(=O)N(c3ccccc3)N=C2C)c2ccc(Br)cc2)c1OC
    -55%[inhibitor]	5%	-9%	6%	-5%	-2%	-1%	-7%
Cc1ccc(S(=O)(=O)Nc2cc(=O)[nH]c(SCc3ccccc3Cl)n2)cc1
    -20%	1%	4%	-5%	-2%	?	-11%	0%
CC(CNC(=O)c1cc(Cl)ccc1[N+](=O)[O-])NC(=O)c1cc(Cl)ccc1[N+](=O)[O-] (stereo not drawn)
    ?	27%	-13%	1%	-9%	9%	-1%	5%
CCS(=O)(=O)N1CCC(C(=O)NCCN2CCN(Cc3ccccc3)CC2)CC1
    -4%	1%	-2%	-4%	-32%	7%	1%	7%
Cc1ccc(C(=O)c2ccc([N+](=O)[O-])cc2)c(C)c1
    -2%	-6%	i	-3%	-4%	2%	2%	-6%
Cc1ccc(NC(=O)c2cc(-n3cnnc3)ccc2Cl)cc1
    -2%	0%	-1%	1%	7%	-2%	-1%	-1%
CC(C)CCn1c(SCCc2ccccc2)nc2c1c(=O)[nH]c(=O)n2C
    26%	6.3µM*	i	2%	6%	14%	-5%	-5%
O=C(Oc1coc(CSc2nnc(NC(=O)c3cccs3)s2)cc1=O)c1ccccc1
    8%	?	-22%	-13%	12%	5%	?	-3%
CCCN1CCC(=NNC(=O)c2ccc(Br)o2)CC1
    23%	13µM*	-1%	0%	4%	8%	24%	4%
CC1Cc2ccccc2N1C(=O)Cn1c(=O)oc2cc(S(=O)(=O)N3CCCCC3)ccc21 (stereo not drawn)
    -27%	?	-4%	-5%	27%	-10%	3%	-8%
CCCCC/C=C\C\C=C/C=C/C=C/[C@@H](SC[C@H](NC(=O)CC[C@H](N)C(=O)O)C(=O)NCC(=O)O)[C@@H](O)CCCC(=O)O
    11%	?	-4%	-1%	-3%	nt	nt	-4%
O=C(C1CCC(CNS(=O)(=O)c2cccc3cccnc23)CC1)N1CCc2ccccc21 (stereo not drawn)
    -29%	1.3µM*	-4%	2%	10%	?	-12%	13%
CCCS(=O)(=O)N1CCN(C(=O)c2ccc(-c3ccccc3)cc2)CC1
    -58%[inhibitor]	?	-10%	-6%	6%	?	6%	-4%
S=C(NCCC1=CCCCC1)Nc1ccc(Cl)cc1
    ?	3%	-11%	-4%	7%	-6%	5%	7%
COC(C)C(C(=O)OCC1=CCN2CC[C@H](O)[C@@H]12)C(C)C (stereo partly drawn)
    -13%	10%	2%	-1%	5%	nt	0%	-4%
O=C(O)c1cccc(-n2cccc2/C=C\[N+](=O)[O-])c1
    nt	?	-28%	-1%	-13%	nt	14µM*	-1%
O=C(O)CSc1sc(=S)sc1SCC(=O)O
    4%	-8%	-8%	-3%	-4%	7%	-3%	-13%
COc1cc(C(=O)Nc2nnc(CC(=O)N3CCOCC3)s2)cc(OC)c1OC
    9%	2%	-17%	-2%	8%	14%	-18%	3%
O=C(CS(=O)c1ccc(C(F)(F)F)cc1[N+](=O)[O-])Oc1ccc(Cl)cc1 (stereo not drawn)
    -23%	-10%	3%	1%	8%	?	-2%	3%
COc1cc(/C=C/C(=O)O)ccc1OCc1ccccc1C#N
    10%	?	5%	4%	15%	1%	-6%	-1%
Cc1ccc(CN2C(=O)c3ccccc3NC2c2ccccn2)cc1 (stereo not drawn)
    -34%[inhibitor]	?	-1%	0%	2%	-1%[46 µM]	?	6%
CN(C)C(=O)C1C2NC(=S)N(c3cccc(Cl)c3)C1(C)Oc1ccc(Cl)cc12 (stereo not drawn)
    nt	-3%	-5%	3%	0%	nt	3%	-3%
CS(=O)(=O)N(CC(=O)NCc1ccccc1)C1CCCCC1
    -4%	5%	-12%	2%	9%	-5%	-4%	5%
COc1ccccc1CNC(=O)C1CCN(S(=O)(=O)c2cccc3cccnc23)CC1
    -12%	-1%	-7%	-1%	6%	-4%	3%	9%
O=C(Nc1ccccc1)C1=C(c2ccccc2)S(=O)(=O)CCS1(=O)=O
    -107%[inhibitor]	?	-5%	3%	118%[activator]	?	-1%	-29%
N#CCCN(Cc1ccccc1)C(=O)c1cccs1
    nt	?	-5%	-2%	-5%	nt	6%	2%
O=C(/C=C\c1ccccc1)Oc1cccc2cccnc12
    -4%	2%	i	-2%	19%	?	-19%	4%
COc1ccc(NC(=O)COc2ccccc2C#N)c(S(=O)(=O)N2CCCCC2)c1
    -17%	5%	-6%	2%	8%	-12%	1%	-14%
Cc1ccnc(NS(=O)(=O)c2ccc(Oc3ccccc3)cc2)c1
    -47%[inhibitor]	-11%	i	-1%	0%	?	?	-1%
COc1ccc(C(=O)N2CCN(c3cnn(-c4ccccc4)c(=O)c3Cl)CC2)cc1
    -31%[inhibitor]	?	-1%	-1%	11%	3%[46 µM]	0%	6%
CCOC(=O)C1CCCN(C(=O)COc2ccc(S(=O)(=O)N(CC)c3ccccc3)cc2)C1 (stereo not drawn)
    -15%	-9%	-12%	0%	9%	6%[46 µM]	9%	2%
CCc1nc2c(cnn2-c2ccc(F)cc2)c(=O)n1-c1ccc(N2CCC(C)CC2)cc1
    -76%[inhibitor]	?	-9%	-2%	0%	?	-14%	-8%
CC1CCCN(C(=S)SCC(=O)c2cc(Br)cc(Br)c2O)C1 (stereo not drawn)
    nt	25µM*	?	10%[53 µM]	102%[activator]	?	?	19%[53 µM]
O=C(O)/C=C/c1ccc(S(=O)(=O)N2CCN(CCN3C(=O)C4C5C=CC(C5)C4C3=O)CC2)cc1 (stereo not drawn)
    nt	nt	-11%	-2%	39%[activator]	nt	-9%	0%
Cc1ccc(C)c(NC(=O)CN(C)C(=O)c2cccc(S(=O)(=O)N(C)C)c2)c1
    -8%	6%	i	-4%	10%	-16%[46 µM]	-16%	-5%
Cc1nn(C)c2ncc(C(N)=O)c(Oc3cccnc3)c12
    nt	-7%	-3%	0%	0%	5%[46 µM]	?	0%
CC(O/N=C/c1ccccc1OC(F)F)C(=O)Nc1cccc(S(=O)(=O)N2CCOCC2)c1 (stereo not drawn)
    1%	1%	-7%	1%	3%	?	7%	1%
Oc1ccc(Br)cc1-c1nc2cnccn2c1NC1CCCC1
    ?	?	i	-5%	1%	?	?	0%
N#CNC(=Nc1cccc(F)c1)SCc1cccc(F)c1
    -17%	6%	-4%	2%	7%	?	1%	1%
CCCc1oc(C(=O)O)cc1CN
    10%	10%	-4%	-6%	1%	3%	6%	3%
CS(=O)(=O)c1ccc(Cl)c(NC(=O)C2CC(=O)N(Cc3ccccc3)C2)c1 (stereo not drawn)
    15%	0%	-1%	0%	0%	-2%	-18%	-2%
O=C1[C@@H]2C(c3cccnc3)=NO[C@@H]2C(=O)N1c1ccc(Cl)cc1Cl
    nt	3.5µM*	i	-2%	-17%	nt	-14%	6%
COC(=O)C(CCCCNC(=O)c1ccc([N+](=O)[O-])cc1)NC(=O)c1ccc([N+](=O)[O-])cc1 (stereo not drawn)
    -24%	-11%	-3%	0%	5%	15%	1%	-1%
